Rac1 GTP hydrolysis – MgcRacGAP GTPase-activating activity inhibitors, confirmation, biochemical, ADP Hunter fluorescence; MgcRacGAP-stimulated Rac1 GTP hydrolysis, ADP Hunter fluorescence; higher % means a stronger effect; GST-tagged Rac1 F28L mutant substrate; one-dose inhibition, % at 30 µM; IC50 in µM for titrated hits; 340,000 tested, 0.6% active; AID 624330;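 active means first-screen hits whose inhibition reached a set limit at any dose in the follow-up dose series; inconclusive means inhibition above the set first-screen limit but never retested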;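 further: fluorescence reports GDP produced by GAP-driven GTP hydrolysis; strong numbers were not always called active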
Myeloid diff 2 – promotes myeloid progenitor differentiation; ER-HoxA9 myeloid progenitors, lysozyme-GFP differentiation, flow cytometry; calls only at 10 µM; 360,000 tested, 1% active;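 active means normalized GFP-positive differentiation at or above the plate's own cutoff, the solvent-only control mean plus 3 SD; inconclusive means no clear call, values can overlap the other calls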;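 further: cells exposed to compound for four days before flow analysis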
Myeloid diff 2 GFP+ MAC1+ % – recorded beside Myeloid diff 2, whose call it bears; GFP+ MAC1+ double positive, %; measured here: differentiation confirmed by MAC1 staining
* = called active by the depositor; i = inactive; ? = inconclusive; . = not tested or not shown; + = active, no number. This is a subset. The share of hits here may be higher or lower than overall.

SMILES | Rac1 GTP hydrolysis | Myeloid diff 2 | Myeloid diff 2 GFP+ MAC1+ %
O=C(Nc1c2c(nn1-c1ccccc1)CS(=O)(=O)C2)c1ccc(Br)o1 | 18% | i | 1.0
CN(CC(=O)Nc1cccc(F)c1)C(=O)C1CCC(C(=O)N(C)CC(=O)Nc2cccc(F)c2)CC1 (stereo not drawn) | 4% | i | 0.2
C[C@@H]1CCCCO[C@H](CN(C)S(=O)(=O)c2ccc(F)cc2)[C@@H](C)CN([C@H](C)CO)C(=O)c2cc(NC(=O)Nc3ccc(C(F)(F)F)cc3)ccc2O1 | 12% | i | 0.5
c1ccc2oc(-c3ccc(Nc4nc(N5CCOCC5)nc(N5CCOCC5)n4)cc3)nc2c1 | 11% | i | 0.3
C[C@H]1CN([C@@H](C)CO)S(=O)(=O)c2ccc(-c3cncnc3)cc2O[C@H]1CN(C)C(=O)NC1CCCC1 | 9% | i | 0.7
Cc1ccccc1S(=O)(=O)N(C)C[C@@H]1OCc2cnnn2CCCC(=O)N([C@@H](C)CO)C[C@@H]1C | -9% | i | 0.3
O=C(O)C1=CCCc2ccc(F)cc21 | 0% | i | 1.2
COc1ccc(N=C2SCC(=O)N2C)cc1 | 3% | i | 2.1
CC(C)(C)C(=O)N1CCC2CC1c1cc(Cl)ccc12 (stereo not drawn) | 10% | i | 1.3
COc1ccc([C@H]2C[C@@H](O)[C@H](n3cc(COC(=O)c4ccccc4)nn3)CN2CC2CCCCC2)cc1 | 18% | i | 0.5
CCN(CC)C(=O)C1=C(C)N(CCC2=CCCCC2)C(=O)C(CC(=O)NCc2ccco2)C1 (stereo not drawn) | 12% | i | 1.2
Nc1nnc2cc(F)ccc2n1 | 3% | i | 0.8
CN(C(=O)c1cccc(NC(=O)Cc2ccc(NC(=O)C3CCN(C(=O)CCc4ccccc4)CC3)cc2)c1)C1CCC1 | -3% | i | 1.6
O=c1nc2onnc2c(C=NO)[nH]1 | 7% | i | 0.4
O=[N+]([O-])c1cc(Br)ccc1NS(=O)(=O)c1ccccc1 | 4% | i | 0.5
CC1CCCCC1NC(=O)CSc1ncnc2sccc12 (stereo not drawn) | 3% | i | 0.5
COc1ccc(-c2noc(CCC(=O)Nc3cccc(C(=O)NC4CC4)c3)n2)cc1OC | 6% | i | 0.5
O=C(NCCOc1ccccc1)C1CCN(C(=O)Nc2ccccc2)CC1 | 10% | i | 1.8
CCCCN1CC(COCc2ccccc2)Oc2cccc(OCc3ccc(OC)cc3)c2S1(=O)=O (stereo not drawn) | 13% | i | 2.6
C[C@H]1CN([C@@H](C)CO)C(=O)CCCn2nncc2CO[C@@H]1CN(C)S(=O)(=O)c1cccc(F)c1 | 9% | i | 2.2
Nc1ccc2c(c1)C(=O)c1cc([N+](=O)[O-])ccc1-2 | 5% | i | 1.3
COC(=O)CCC(=O)N1CCC(Oc2cccc(C(=O)NCc3ccccn3)c2)CC1 | 16% | i | 1.2
COc1cc(C=NNC(=O)C(=O)Nc2cccc(Cl)c2)cc(OC)c1O | 9% | + | 7.2*
CC[C@H]1c2[nH]c3ccc(C(C)C)cc3c2[C@@H]2CCN3C(=O)CCC[C@H]1[C@H]23 | 2% | i | 1.7
CCCCCC(=O)N1C[C@@H](O)[C@H](n2cc(C3CC3)nn2)C[C@@H]1c1ccc(OC)cc1 | 11% | i | 1.8
CCCCN1CC(COCc2ccccc2)Oc2cccc(Oc3ccc(C(C)C)cc3)c2S1(=O)=O (stereo not drawn) | 10% | i | 0.8
NC(=S)NN=C1CCC2(CCCCC2)CC1 | 8% | i | 2.1
CCOC(=O)C1=C(Nc2ccccc2)CSC1 | 4% | i | 0.7
COc1ccc(C(CNC(=O)C(C)Sc2ccccc2)N2CCOCC2)cc1 (stereo not drawn) | 9% | i | 0.5
CN(C(=O)c1ccc(NC(=O)Cc2cccc(NC(=O)C3CCCN(C(=O)C4CC4)C3)c2)cc1)C1CC1 (stereo not drawn) | 7% | i | 0.7
CC[C@H](C)[C@H]1CNC(=S)N1CC1CCN(CC2CCC(C)CC2)CC1 (stereo partly drawn) | 12% | i | 1.9
O=Nc1c(O)[nH]c2ccc(Cl)c(Cl)c12 | 7% | i | 0.7
CN(CC(=O)Nc1ccc(Cl)cc1)C(=O)CN1C(=O)C2CCCCC2C1=O (stereo not drawn) | 11% | i | 0.6
C(=Cc1cnc2ccccc2n1)c1ccc2c(c1)OCO2 | -10% | i | 0.4
CCN(CC)C(=O)C1=C(C)N(CCCN2CCCC2=O)C(=O)C(CC(=O)NCCCCc2ccccc2)C1 (stereo not drawn) | 18% | i | 0.9
O=S(=O)(c1c(F)cccc1F)N(CCc1ccc(F)cc1)C[C@@H](O)COCc1ccccc1 | 6% | i | 1.0
COc1cccc(NC(=O)CN(C)C(=O)/C=C/c2cn(-c3ccccc3)nc2-c2ccc(OC)c(OC)c2)c1 | 10% | i | 0.5
O=C1CCN(Cc2ccc(Cl)cc2Cl)C(=O)N1 | 4% | i | 0.5
CCCCN1C(=O)C(CC(=O)NCc2cccs2)CC(C(=O)N(CC)CC)=C1C (stereo not drawn) | 13% | i | 2.0
CC(=O)Nc1cccc(OCc2ccc([N+](=O)[O-])cc2)c1 | 12% | i | 0.6
COc1ccc(/C=C/C(=O)OCC(=O)N2c3ccccc3CC2C)cc1 (stereo not drawn) | 7% | i | 1.3
COc1ccc(-c2cnc3c(c2)C(=O)N([C@H](C)CO)C[C@@H](C)[C@H](CN(C)Cc2ccccc2)O3)cc1 | 15% | i | 0.6
CNCc1cc(C)n(-c2cc(S(=O)(=O)N3CCOCC3)ccc2N2CCCC2)c1C | ? | i | 1.4
C[C@H](CO)N1C[C@H](C)[C@@H](CN(C)S(=O)(=O)c2ccccc2F)Oc2ncc(Br)cc2C1=O | 15% | i | 1.5
COc1cccc(OC)c1C(=O)N1CCN(Cc2c[nH]c3ccccc23)CC1 | ? | i | 0.8
COC(=O)C[C@H]1C[C@H]2c3cc(NC(=O)C4CCOCC4)ccc3O[C@H]2[C@@H](CO)O1 | 12% | i | 1.2
Cc1cc(Cc2cc(C)c(O)c(CO)c2)cc(CO)c1O | 4% | i | 1.0
Cc1cc2c(=O)n(C)c(SCC(=O)Nc3ccc(F)cc3)nc2s1 | 6% | i | 0.7
O=C(O)C1C=Cc2ccccc2N1C(=O)c1ccccc1 (stereo not drawn) (tested in a mixture with another compound) | -3% | ? | .
C[C@@H]1CN([C@H](C)CO)C(=O)CCCn2nncc2CO[C@H]1CN(C)C(=O)C1CCCCC1 | 14% | i | 1.3
CCOC(=O)C(C)N1c2cccc3cccc(c23)S1(=O)=O (stereo not drawn) | 8% | i | 0.5
OC(COc1cccc2ccccc12)CN1CCOCC1 (stereo not drawn) | 3% | i | 0.8
O=C1[C@H](Cc2ccccc2)NCC=CC[C@H](c2ccc(Cl)cc2)N1Cc1ccc(Cl)cc1 | 4% | i | 1.7
Cc1ccc2nc(CC(O)(c3ccccc3)c3ccccc3)ccc2c1 | 3% | i | 0.2
COc1ccc(N(C)S(=O)(=O)c2cccc(C(=O)N3CCN(c4cccc(C)c4C)CC3)c2)cc1 | 11% | i | 0.4
CCOc1ccc(-c2nnc(NC(=O)COc3ccccc3F)o2)cc1 | 18% | i | 1.1
O=[N+]([O-])c1ccc(NN=Cc2ccc3c(c2)OCO3)nc1 | 8% | i | 0.6
CN(C)c1ccc(C(=O)C(O)c2ccccc2Cl)cc1 (stereo not drawn) | 1% | i | 0.8
CC(C)C[C@@H](CN)NC(=O)c1nc[nH]c1C(=O)N[C@@H](C)C(=O)CNC[C@H](C)NC(=O)c1nc[nH]c1C(=O)N[C@@H](Cc1ccccc1)C(=O)O | 9% | i | 1.2
COc1cc(NC(=O)c2cc(OC)c(OC)c(OC)c2)c2ncccc2c1 | 17% | i | 0.0

Quoted from the listing.
Entry of CN(C)c1ccc(C(=O)C(O)c2ccccc2Cl)cc1 (stereo not drawn) in Myeloid diff 2 GFP+ MAC1+ %: 0.8
Entry of COc1ccc(-c2cnc3c(c2)C(=O)N([C@H](C)CO)C[C@@H](C)[C@H](CN(C)Cc2ccccc2)O3)cc1 in Rac1 GTP hydrolysis: 15%
Entry of O=[N+]([O-])c1ccc(NN=Cc2ccc3c(c2)OCO3)nc1 in Myeloid diff 2 GFP+ MAC1+ %: 0.6
Entry of OC(COc1cccc2ccccc12)CN1CCOCC1 (stereo not drawn) in Myeloid diff 2 GFP+ MAC1+ %: 0.8
Entry of Cc1cc2c(=O)n(C)c(SCC(=O)Nc3ccc(F)cc3)nc2s1 in Myeloid diff 2 GFP+ MAC1+ %: 0.7
Entry of COc1ccc(N(C)S(=O)(=O)c2cccc(C(=O)N3CCN(c4cccc(C)c4C)CC3)c2)cc1 in Rac1 GTP hydrolysis: 11%
Entry of C[C@@H]1CN([C@H](C)CO)C(=O)CCCn2nncc2CO[C@H]1CN(C)C(=O)C1CCCCC1 in Myeloid diff 2 GFP+ MAC1+ %: 1.3

Back to the main list; the 3 compounds before the break are reprinted first.
SMILES | Rac1 GTP hydrolysis | Myeloid diff 2 | Myeloid diff 2 GFP+ MAC1+ %
CN(C)c1ccc(C(=O)C(O)c2ccccc2Cl)cc1 (stereo not drawn) | 1% | i | 0.8
CC(C)C[C@@H](CN)NC(=O)c1nc[nH]c1C(=O)N[C@@H](C)C(=O)CNC[C@H](C)NC(=O)c1nc[nH]c1C(=O)N[C@@H](Cc1ccccc1)C(=O)O | 9% | i | 1.2
COc1cc(NC(=O)c2cc(OC)c(OC)c(OC)c2)c2ncccc2c1 | 17% | i | 0.0
Cc1cccc(NC(=O)c2ncn3c2C(=O)N(C)CC3)c1 | 19% | i | 0.6
C[C@H](NC(=O)c1ncn2c1C(=O)NC[C@H]2C)C(=O)OC(C)(C)C | 13% | i | 0.6
O=C(/C=C/c1ccccc1)Nc1cccc(C(=O)N2CCCC2)c1 | 11% | i | 0.9
O=C(NCCCCc1ccccc1)c1cccc(NC(=O)C2CCC2)c1 | 3% | i | 0.5
COc1cccc(NC(=O)CN(C)C(=O)c2cc(CN3C(=O)c4ccccc4C3=O)ccc2OC)c1 | -3% | i | 1.2
Nc1c(N(CCCO)C(=O)CCCN2C(=O)c3cccc4cccc(c34)C2=O)c(=O)[nH]c(=O)n1Cc1ccccc1 | 6% | i | 0.4
CC1CN=C(NS(=O)(=O)c2ccccc2)N1 (stereo not drawn) | 3% | i | 0.6
CC(=O)OC1CCC2C3CCc4cc(OP(=O)(N5CC5)N5CC5)ccc4C3CCC12C (stereo not drawn) | 7% | i | 0.7
C[C@@H]1Cn2cnc(C(=O)N[C@@H](C)C(=O)OC(C)(C)C)c2C(=O)N1 | 16% | i | 0.7
CN(CC(=O)Nc1cccc(F)c1)C(=O)c1cccc(S(=O)(=O)N2CCN(Cc3ccccc3)CC2)c1 | 12% | i | 2.1
O=C(c1cc(-c2ccncc2)nc2ccccc12)N1CCCC(C(F)(F)F)C1 (stereo not drawn) | 12% | i | 0.6
O=C(c1ccccc1)N1CCCCC1 | -10% | i | 3.1
Cc1ccc2c(c1)S(=O)(=O)N(C)C(c1ccccc1)=C2 | -2% | i | 0.3
CCc1cc(-c2cnnn2Cc2ccc3ccccc3c2)ccc1-c1cn(CC(C)C)nn1 | 6% | i | 0.7
CC(NC(=O)c1cc(COc2ccc(-n3cncn3)cc2)on1)c1ccc(F)cc1 (stereo not drawn) | 7% | i | 1.9
Cc1cc(C)c(C=NNc2nc3c([nH]2)c(=O)n(C)c(=O)n3C)c(C)c1 | 6% | i | 0.6
CCc1c(Nc2ccccc2C)nc(N)[nH]c1=O | 3% | i | 1.0
O=C(O)c1ccc([N+](=O)[O-])cc1Sc1ccsc1 | 2% | i | 1.2
CCN1CCN(c2ccc(NC(=O)CC3OC(=O)c4ccccc43)cc2C)CC1 (stereo not drawn) | -2% | i | 0.8
COc1ccc(CCNC(=O)Cc2cc3c(cc2[N+](=O)[O-])OCO3)cc1OC | -2% | i | 0.8
O=C1OC(c2cccc3c(F)cccc23)c2ccccc21 (stereo not drawn) | -11% | i | 2.5
COCC1CCN(C(=O)c2ccc3oc(C(C)C)nc3c2)C1 (stereo not drawn) | 16% | i | 0.9
C#CCN1C=CC(=O)[C@@H](OC(=O)Nc2ccc(C)cc2)[C@H]1c1ccccc1Br | 0% | i | 1.1

2 compounds picked at random from those above, as already listed:
SMILES | Rac1 GTP hydrolysis | Myeloid diff 2 | Myeloid diff 2 GFP+ MAC1+ %
COc1ccc(/C=C/C(=O)OCC(=O)N2c3ccccc3CC2C)cc1 (stereo not drawn) | 7% | i | 1.3
CCN(CC)C(=O)C1=C(C)N(CCCN2CCCC2=O)C(=O)C(CC(=O)NCCCCc2ccccc2)C1 (stereo not drawn) | 18% | i | 0.9

Bioassay records deposited in PubChem by several laboratories.
